# Source: PubChem BioAssay (several laboratories)
# NOD2 inhibition = NOD2 signaling inhibitors, cell-based, luminescence, uHTS, HEK293 (AID 1566) | HEK293 NOD2/NF-kB luciferase reporter, luminescence; higher % means a stronger effect | inhibition, % at 4 µM, or EC50 in µM where a hit was titrated | 290,000 compounds, 0.63% hits; note: many of its hits are not listed in these tables
# Myeloid diff 2 = induction of myeloid progenitor differentiation, primary screen, cell-based, flow cytometry, MLPCN library; 360,000 compounds, 1% hits; calls only at 10 µM; ER-HoxA9 myeloid progenitors, lysozyme-GFP differentiation;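 active = normalized GFP-positive differentiation at or above the plate's own cutoff, the solvent-only control mean plus 3 SD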;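 note: cells exposed to compound for four days before flow analysis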
# KOR beta-arrestin-1 = KOR antagonists, beta-arrestin recruitment, cell-based, luminescence, uHTS (AID 1778); 290,000 compounds, 0.091% hits; inhibition, % at 10 µM; hits with a dose series show IC50 in µM; KOR beta-arrestin recruitment, luminescence, antagonist mode; higher % means a stronger effect; Kappa-type opioid receptor (Homo sapiens); note: strong numbers were not always called active
# NTR1 ag = agonists of NTR1, primary screen, imaging, U2OS cells, beta-arrestin-GFP, high content (AID 493036); activation, % at 20 µM; Neurotensin receptor type 1 (Homo sapiens), P30989; 330,000 compounds, 0.17% hits; NTR1-U2OS beta-arrestin-GFP spot imaging, agonist mode;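 active = activation at or above 40% of the spot to cytoplasm intensity ratio, with at least 20 cells analyzed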;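 note: 0% = DMSO without peptide and 100% = 100 nM NTR1 peptide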
# Target sequence (P30989 whole entry, looked up): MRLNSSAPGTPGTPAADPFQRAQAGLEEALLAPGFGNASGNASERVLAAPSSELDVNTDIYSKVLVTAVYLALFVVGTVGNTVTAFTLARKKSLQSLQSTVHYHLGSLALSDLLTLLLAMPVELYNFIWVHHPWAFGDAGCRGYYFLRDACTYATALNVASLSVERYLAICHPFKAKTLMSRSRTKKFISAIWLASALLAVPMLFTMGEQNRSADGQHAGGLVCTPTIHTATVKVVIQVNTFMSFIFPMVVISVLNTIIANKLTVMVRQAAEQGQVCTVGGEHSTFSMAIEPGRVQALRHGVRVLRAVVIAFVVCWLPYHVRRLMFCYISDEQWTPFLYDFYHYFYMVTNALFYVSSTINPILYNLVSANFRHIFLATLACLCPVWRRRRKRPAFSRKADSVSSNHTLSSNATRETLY
# NOD1 NF-kB reporter = NOD1 signaling inhibitors, primary screen, cell-based, luminescence, uHTS (AID 1578); NOD1-driven NF-kB luciferase reporter cells, luminescence; higher % means a stronger effect; one-dose inhibition, % at 4 µM; EC50 in µM for titrated hits; 290,000 compounds, 1% hits; in the data active = inhibition mostly above about 36%, no sharp cut-off; inactive = mostly below about 34%;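 note: HEK-293T reporter cells stimulated with the NOD1 agonist gamma-tri-DAP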
# GPR55 beta-arrestin = GPR55 agonists via beta-arrestin recruitment, primary screen, imaging, U2OS cells, beta-arrestin-GFP redistribution (AID 1961) | U2OS GPR55 beta-arrestin-GFP redistribution imaging; higher % means a stronger effect | 290,000 compounds, 0.048% hits | activation, % at 10 µM; hits with a dose series show EC50 in µM | G-protein coupled receptor 55 (Homo sapiens);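 active = activation above 40% with more than 50 cells counted in the well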;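 note: U2OS osteosarcoma cells stably expressing GPR55 and beta-arrestin-GFP; plate controls were DMSO negative control for no effect and LPI positive control for full effect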
# KOR beta-arrestin-2 = KOR agonists, beta-arrestin recruitment, primary screen, cell-based, luminescence, uHTS (AID 1777). KOR beta-arrestin recruitment, luminescence; higher % means a stronger effect. activation, % at 10 µM; hits with a dose series show EC50 in µM. 280,000 compounds, 0.02% hits; in the data active = activation above about 50%, passing the limit was not always enough; note: a part of the inactive calls stands beside numbers as strong as those of hits
# T cell HTS = modulators of CD8 T cell-vesicle binding, primary screen, mouse 2C CD8+ T cells, flow cytometry; calls only at 7 µM; 330,000 compounds, 0.068% hits; 2C CD8+ T cell-vesicle binding; active compounds read low; AID 2052, 2009;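 active = response, share of CD8 T cells binding vesicles, and their 90th percentile fluorescence all below set limits, cut at about 80% in these data, passing the limit was not always enough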
#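 Assay system: 2C TCR transgenic mouse naive CD8+ T cells, MACS-purified | Read-out: CD8+ gate FL2 mean fluorescence as % of same-row positive control | Signal: High-throughput flow cytometry with anti-B7-1 and anti-CD8 staining | Timing: Binding step 1.5 h, 37 °C, antibody labelling 20 min, ice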
# GPR55 LPI antagonism = GPR55 antagonists blocking LPI-driven arrestin recruitment, primary screen, imaging, U2OS, beta-arrestin-GFP, LPI agonist (AID 2013) | inhibition, % at 10 µM; hits with a dose series show IC50 in µM | U2OS GPR55 beta-arrestin-GFP translocation imaging, LPI antagonism; higher % means a stronger effect | G-protein coupled receptor 55 (Homo sapiens) | 290,000 compounds, 0.13% hits;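 active = spots per cell inhibited over 60%, with over 100 cells counted and total cytoplasm intensity under 500,000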;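 note: U2OS cells stably carrying GPR55 and arrestin-GFP stimulated by 5 µM LPI near EC80; imaged beta-arrestin-GFP aggregate spots per cell after agonist stimulation; plate controls were LPI-stimulated DMSO wells for no effect and DMSO wells without LPI for full effect; some results filed as inactive read as strong as hits; confirmed hits need IC50 under 10 µM and bright autofluorescent wells are also inconclusive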
# T cell HTS vesicle-bound % = second read-out of T cell HTS, no call of its own (marks repeat the call); double positive events, %; measured here: CD8+ vesicle-bound cell fraction;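 binding gate set so that unloaded-vesicle control wells show 10% double positive cells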
# NTR1 ag cell count 20 µM = further read-out of NTR1 ag, marked with its call; cell count; measured here: cell count, cytotoxicity flag
# Myeloid diff 2 GFP+ MAC1+ % = further read-out of Myeloid diff 2, marked with its call; GFP+ MAC1+ double positive, %; measured here: differentiation confirmed by MAC1 staining
# The depositor's hits bear a star; i = inactive; x = no result given; [ ] = dose if it differs, or a comment. Cut-off read from the data, not from the text of the source, unless noted: active = inhibition above about 50%; inactive = the rest. A portion of the library; the hit share may differ from the screen's.
compound	NTR1 ag cell count 20 µM	GPR55 LPI antagonism	NOD1 NF-kB reporter	KOR beta-arrestin-1	T cell HTS	NOD2 inhibition	KOR beta-arrestin-2	T cell HTS vesicle-bound %	Myeloid diff 2 GFP+ MAC1+ %	NTR1 ag	GPR55 beta-arrestin	Myeloid diff 2
O=C(CN1CCOCC1)Nc1ncc(Cc2cccc3ccccc23)s1	46	0%	-7%	-26%	i	-4%	-2.0%	20	6.0	3.9	-0.3%	i
CC(=O)CC(=O)Nc1ccc(Nc2ccccc2)cc1	87	4%	-17%	12%	i	1%	5.5%	38	2.8	3.0	-0.3%	i
Cc1cc(C)n(-c2ccc(C(=O)OCc3ccccc3)cc2)n1	89	10%	-34%	44%	i	-1%	-4.3%	56	1.1	0.7	-0.6%	i
Cc1ccc(C(=O)Nc2nc(=O)n(C(=O)c3ccccc3C)s2)cc1	42	6%	-20%	-21%	i	12%	4.0%	13	0.5	0.7	-0.1%	i
O=C(Nc1nccs1)c1ccc(Cl)cc1[N+](=O)[O-]	47	x	2%	39%	i	7%	-1.2%	10	8.8	2.2	-0.1%	i
Cc1cccc(N2CCN(Cc3nc(-c4cccc(Oc5ccccc5)c4)oc3C)CC2)n1	69	17%	-14%	-25%[20 µM]	i	16%	x	60	0.1	1.8	0.5%	i
O=C1CNC(=S)N1CCCn1ccnc1	60	7%	-27%	-1%	i	9%	-4.6%	31	0.2	4.8	-0.3%	i
COC(=O)C1CCN(C(=O)c2ccc(SC)cc2OC)CC1	75	0%	-3%	14%	i	13%	0.2%	36	0.9	0.3	-0.2%	i
Cc1ccc(OCC(=O)N2CCN(S(C)(=O)=O)CC2)cc1	56	-7%	-3%	-17%	i	-1%	x	58	0.3	-0.5	0.6%	i
COc1ccc(C2NC(=O)c3ccccc3O2)cc1 (stereo unspecified)	83	3%	-3%	21%	i	17%	-0.3%	15	1.0	0.6	-0.1%	i
CN1C[C@@H]2C(c3ccc(Cl)nc3)C3(c4ccc(C#N)cc4)CC2(C3)[C@H]1c1ccccc1 (stereo partly specified)	54	12%	0%	-6%	i	19%	5.3%	44	0.4	2.4	0.3%	i
C[C@]1(C(=O)O)Cc2oncc2C[C@@H]1C(=O)O	71	-6%	3%	27%	i	7%	4.5%	54	0.9	-0.7	0.5%	i
C=CCN1C(=O)/C(=C/c2ccccc2)S/C1=N/c1nccs1	50	0%	-8%	-7%	i	6%	-2.5%	19	0.6	-0.5	-0.2%	i
COc1ccc(/C=N/NC(=O)c2sc3nc(C)cc(C)c3c2N)cc1	62	-2%	0%	16%	i	-34%	x	60	0.2	1.2	-0.1%	i
Cc1cc(C)nc(N/N=C/c2ccccc2)n1	76	7%	-34%	42%	i	-8%	1.5%	36	5.0	-0.7	-0.3%	i
Cn1c(=O)[nH]c(=O)c2c1nc1n2CC(COc2ccc3ccccc3c2)O1 (stereo unspecified)	50	10%	-4%	14%	i	18%	2.5%	46	0.6	-0.4	-0.3%	i
COC(=O)c1c(NC(=O)c2ccco2)sc2c1CC(C)(C)NC2(C)C	55	-15%	9%	-41%	i	14%	12%	16	0.5	0.6	-0.1%	i
COc1ccc(N2CCN(CC(=O)NC(=O)NCc3ccco3)CC2)cc1	43	9%	6%	-18%	i	19%	0.9%	48	0.7	2.8	-0.2%	i
Cc1ccc2nc(C)c3c(c2c1)N(c1ccc(F)cc1)CC3	58	1%	-10%	-19%	i	-16%	6.4%	20	1.3	7.8	0.2%	i
CCOC(=O)CCCCC(=O)c1[nH]c(=O)[nH]c1CSCCO	42	3%	-3%	-26%	i	-2%	6.9%	3	5.2	2.6	0.0%	i
Cc1cc(C)n(-c2nc3c(c(=O)[nH]c(=O)n3C)n2CC(O)c2ccccc2)n1 (stereo unspecified)	40	-5%	-10%	-9%	i	0%	-1.2%	40	0.0	-1.0	-0.1%	i
CC(C)n1c(SCC(=O)N2CCCC2)nc2c1c(=O)n(C)c(=O)n2C	53	16%	12%	-9%	i	8%	0.7%	4	1.3	1.9	0.6%	i
CC1CC(NC(=O)c2cc3c(=O)n4ccccc4nc3n2C)CC(C)(C)C1 (stereo unspecified)	67	4%	-22%	-13%	i	17%	-1.7%	52	1.9	4.8	0.3%	i
COc1cc(C(=O)NCCc2cn3ccc(C)cc3n2)cc(OC)c1OC	50	8%	-12%	-16%	i	0%	-3.7%	45	3.3	3.2	-0.1%	i
Cc1ccc(C(=O)N/C(=C\c2cccs2)C(=O)NC2CCCCC2)cc1	50	-2%	2%	-6%	i	3%	1.8%	28	0.7	-1.1	-0.1%	i
COc1cc(C(=O)Nc2ccc(S(=O)(=O)Nc3ncccn3)cc2)c([N+](=O)[O-])cc1OC	92	12%	-28%	-3%	i	8%	-7.6%	44	0.6	-0.6	-0.2%	i
COCc1[nH][nH]c(=O)c1C=Nc1ccc(C(F)(F)F)cc1	84	7%	-24%	-3%	i	11%	-2.5%	53	0.8	-1.4	0.7%	i
CCCCNC(=S)NNc1c(Cl)cc(Cl)cc1Cl	54	6%	-26%	-6%	i	-7%	-0.8%	48	0.3	0.7	-0.2%	i
Cc1ccc(NC(=O)C2CC(=O)N(Cc3ccco3)C2)cc1 (stereo unspecified)	50	0%	-8%	17%	i	6%	0.6%	24	1.1	-0.2	-0.2%	i
COc1ccc(C=O)cc1OC1C=CCCC1 (stereo unspecified)	105	-3%	-4%	6%	i	6%	-0.6%	61	0.1	-2.8	-0.1%	i
CCn1c(SCC(=O)Nc2ccc3c(c2)OCCO3)nnc1-c1ccco1	54	8%	-10%	13%	i	-2%	-0.1%	23	5.7	0.3	0.2%	i
CC(C)[C@@H](C(=O)OCC(=O)Nc1ccc2c(c1)OCO2)N1C(=O)c2ccccc2C1=O	71	-2%	11%	-7%	i	4%	-3.2%	35	1.0	-4.8	-0.1%	i
COc1ccc(OC)c(N(CC(=O)NCc2cccnc2)S(C)(=O)=O)c1	53	11%	20%	-22%	i	7%	6.0%	56	0.8	0.5	-0.1%	i
Cc1cccc(N2CCN(CC(=O)Nc3ccccc3[N+](=O)[O-])CC2)c1C	46	7%	34%	-16%	i	20%	1.8%	34	6.2	4.2	0.2%	i
COc1cc(CC(=O)Nc2ccccc2N2CCCCC2)cc(OC)c1OC	56	2%	-25%	5%	i	-16%	3.8%	22	0.3	1.2	-0.2%	i
O=C(NCCc1ccccc1)c1cnc2n(c1=O)CCS2	47	-2%	-24%	-20%	i	-11%	-1.8%	8	0.5	2.2	-0.4%	i
O=C(CSc1nnc(-c2ccco2)n1Cc1ccccc1)NCc1ccccc1	90	-3%	-20%	-7%	i	20%	3.6%	46	0.7	-2.4	-0.5%	i
O=C(O)CC(Cn1cnnn1)c1ccccc1 (stereo unspecified)	63	-28%	17%	6%	i	8%	-1.4%	16	1.3	-0.1	-0.2%	i
COC(=O)C1(C(=O)OC)NOC2C(=O)N(N(C)c3ncc(C(F)(F)F)cc3Cl)C(=O)C21 (stereo unspecified)	51	4%	-19%	-5%	i	16%	-0.9%	53	0.0	-0.7	-0.5%	i
COC(CNC(=O)[C@H](CSCc1ccccc1)N1Cc2ccccc2C1=O)OC	108	7%	2%	6%	i	14%	2.2%	57	0.2	-0.9	0.1%	i
COc1ccc(CCN2C(=O)C(Oc3ccccc3C)C2c2ccc3c(c2)OCO3)cc1OC (stereo unspecified)	57	-14%	16%	2%	i	7%	-1.1%	43	0.6	6.9	-0.1%	i
Cc1cccc(C)c1OCC(O)CNS(=O)(=O)c1ccccc1C(=O)N1CCOCC1 (stereo unspecified)	x	3%	6%	5%	x	19%	-1.8%	x	0.9	x	-0.5%	i
CC(C)CNC(=O)c1cccc(NC(=O)c2ccc(Cl)c([N+](=O)[O-])c2)c1	56	5%	17%	29%	i	23%	-2.6%	7	0.3	1.2	0.3%	i
O=C(NC(C(=O)N/N=C/c1cc([N+](=O)[O-])ccc1O)c1n[nH]c(=O)c2ccccc12)c1ccccc1 (stereo unspecified)	34	-10%	-32%	-22%	i	4%	0.5%	33	0.4	0.5	0.0%	i
CO[C@@H]1O[C@@H]2COC(c3ccccc3)O[C@@H]2[C@@H](OC)[C@@H]1O (stereo partly specified)	87	-10%	24%	-46%	i	4%	2.6%	43	2.8	-3.8	0.1%	i
OC1C=CSc2nc3ccccc3n21 (stereo unspecified)	35	-3%	-4%	19%	i	5%	-1.5%	43	1.3	0.2	0.3%	i
CCCc1nnc(NC(=O)OCC)s1	52	10%	-24%	-19%	i	0%	-1.6%	57	0.4	-1.4	-0.3%	i
Cn1nc(C(F)(F)F)c(-c2cccc(C(F)(F)F)c2)c1NC(=O)CSCC(=O)O	48	6%	-4%	-20%	i	7%	8.7%	42	1.0	0.3	-0.2%	i
CCOc1cc(C(=S)N2CCOCC2)ccc1OS(=O)(=O)c1ccccc1[N+](=O)[O-]	89	9%	34%	12%	i	2%	-0.6%	48	0.2	0.6	-0.2%	i
Cc1c(NC(=O)c2cc3nc(-c4ccc(Br)cc4)cc(C(F)(F)F)n3n2)c(=O)n(-c2ccccc2)n1C	76	-5%	24%	-29%	i	-6%	6.3%	29	1.1	2.2	-0.4%	i
Cc1cccnc1NC(=O)CCNS(=O)(=O)c1ccc2c(c1)c(=O)n(C)c(=O)n2C	33	7%	-6%	-5%	i	15%	-3.2%	31	0.8	-0.3	0.0%	i
CCc1cc(/C(Cc2ccc3ccccc3n2)=N\O)c(O)cc1O	55	2%	x	-16%	i	-10%	10%	55	0.4	4.4	-0.1%	i
